# LMP1 NFkB inh: reduces LMP1-driven NF-kappaB luciferase signal; LMP1-induced NF-kappaB luciferase reporter cells, luminescence; inhibition, % at 12.5 µM; 350,000 compounds, 0.69% hits; in the data active = inhibition above about 41%;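 also: 0% = neutral control wells and 100% = reference inhibitor control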
# TLR9-MyD88 inh: blocks human TLR9 binding to MyD88; CHO BLA complementation TLR9-MyD88, CCF4 FRET ratio; inhibition, % at 4.98 µM; 340,000 compounds, 0.21% hits; AID 504734;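 active = inhibition above the mean over all tested compounds plus 3 SD, cut at about 21% in these data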;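 also: 0% = DMSO only wells and 100% = clavulanate BLA inhibitor control wells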
# TROY NFkB inh: TROY signaling inhibition; Q293 LMP1-TROYcd NF-kB luciferase reporter, 4 h; inhibition, % at 10 µM; 360,000 compounds, 0.98% hits; AID 1347056;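 active = compounds whose plate-normalised and pattern-corrected inhibition of the luciferase reporter signal at the single screening dose is 50% or more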
# TWEAK Fn14 block: inhibitors of TWEAK-Fn14 interaction signaling | TWEAK-stimulated Fn14 reporter cells, luciferase luminescence, 8 h | 360,000 compounds, 2% hits | AID 1159606 | inhibition, % at 10 µM; in the data active = inhibition above about 50%
# COUP-TFII inh: NR2F2 (human) inhibition, primary screen; P24468; HEK293T NGFI-A luciferase reporter, luminescence; inhibition, % at 8.6 µM; 370,000 compounds, 0.7% hits;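 active = inhibition above a per-plate cutoff, mean inhibition of test wells between control levels plus 3 SD, cut at about 38% in these data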;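 also: cells cotransfected with COUP-TFII expression vector driving the NGFI-A reporter; 0% = median of COUP-TF2 test wells and 100% = reporter-only cells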
# SRC3 inh: inhibitors of human steroid receptor coactivator 3 (SRC3); 360,000 compounds, 0.17% hits; AID 588352; Q9Y6Q9; HEK293 GAL4-SRC3 luciferase reporter, luminescence; inhibition, % at 3.6 µM;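 active = inhibition above a per-campaign cutoff, the mean of all compounds plus 3 SD, cut at about 60% in these data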;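 also: 0% = DMSO-treated cells and 100% = gossypol-treated cells at 36 µM; higher means less SRC3-driven luciferase light from the GAL4 reporter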
# NR5A2 inv ag: NR5A2 inverse agonism in reporter assay. 360,000 compounds, 0.13% hits. HEK293T StAR-luciferase reporter, LRH-1 transfected, 24 h. inhibition, % at 3.6 µM;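 active = inhibition above the mean inhibition of all tested compounds plus 3 SD, cut at about 73% in these data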;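 also: 0% = DMSO wells and 100% = reporter-only cells lacking LRH-1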
# NCOA1 inh: inhibits human SRC1 coactivator. HEK293 GAL4-SRC1 luciferase reporter, luminescence. inhibition, % at 3.6 µM. 360,000 compounds, 0.12% hits. AID 588354;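 active = inhibition above the campaign mean plus 3 SD, with each screening campaign given its own cutoff, cut at about 60% in these data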;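 also: 0% = DMSO treated cells and 100% = gossypol at 36 µM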
# NOD2 RIPK2 PPI: blocks binding of human NOD2 to RIPK2 | O43353 | CHO BLA complementation NOD2-RIPK2, CCF4 ratio | inhibition, % at 4.98 µM | 360,000 compounds, 0.38% hits | AID 624267; in the data active = inhibition above about 21%;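 also: 0% = vehicle only and 100% = reference blocker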
# C8 TRAIL sens: caspase-8 TRAIL sensitization; NB7+C8 cells + TRAIL, ATPlite viability luminescence; inhibition (viability loss, TRAIL sensitization), % at 10 µM; 360,000 compounds, 1% hits; AID 624354;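 active = compounds causing at least 50% loss of cell viability in the single-dose screen, relative to plate controls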
# SRC2 inh: inhibits human steroid receptor coactivator 2. HEK293 GAL4-SRC2 luciferase reporter, luminescence. inhibition, % at 9 µM. 370,000 compounds, 0.17% hits;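 active = inhibition above the mean inhibition of all tested compounds plus 3 SD, set per campaign, cut at about 52% in these data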;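 also: 0% = DMSO treated cells and 100% = cells given Gossypol at 36 µM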
# Target sequence (Q15596 whole entry, looked up, the tested form may be a part): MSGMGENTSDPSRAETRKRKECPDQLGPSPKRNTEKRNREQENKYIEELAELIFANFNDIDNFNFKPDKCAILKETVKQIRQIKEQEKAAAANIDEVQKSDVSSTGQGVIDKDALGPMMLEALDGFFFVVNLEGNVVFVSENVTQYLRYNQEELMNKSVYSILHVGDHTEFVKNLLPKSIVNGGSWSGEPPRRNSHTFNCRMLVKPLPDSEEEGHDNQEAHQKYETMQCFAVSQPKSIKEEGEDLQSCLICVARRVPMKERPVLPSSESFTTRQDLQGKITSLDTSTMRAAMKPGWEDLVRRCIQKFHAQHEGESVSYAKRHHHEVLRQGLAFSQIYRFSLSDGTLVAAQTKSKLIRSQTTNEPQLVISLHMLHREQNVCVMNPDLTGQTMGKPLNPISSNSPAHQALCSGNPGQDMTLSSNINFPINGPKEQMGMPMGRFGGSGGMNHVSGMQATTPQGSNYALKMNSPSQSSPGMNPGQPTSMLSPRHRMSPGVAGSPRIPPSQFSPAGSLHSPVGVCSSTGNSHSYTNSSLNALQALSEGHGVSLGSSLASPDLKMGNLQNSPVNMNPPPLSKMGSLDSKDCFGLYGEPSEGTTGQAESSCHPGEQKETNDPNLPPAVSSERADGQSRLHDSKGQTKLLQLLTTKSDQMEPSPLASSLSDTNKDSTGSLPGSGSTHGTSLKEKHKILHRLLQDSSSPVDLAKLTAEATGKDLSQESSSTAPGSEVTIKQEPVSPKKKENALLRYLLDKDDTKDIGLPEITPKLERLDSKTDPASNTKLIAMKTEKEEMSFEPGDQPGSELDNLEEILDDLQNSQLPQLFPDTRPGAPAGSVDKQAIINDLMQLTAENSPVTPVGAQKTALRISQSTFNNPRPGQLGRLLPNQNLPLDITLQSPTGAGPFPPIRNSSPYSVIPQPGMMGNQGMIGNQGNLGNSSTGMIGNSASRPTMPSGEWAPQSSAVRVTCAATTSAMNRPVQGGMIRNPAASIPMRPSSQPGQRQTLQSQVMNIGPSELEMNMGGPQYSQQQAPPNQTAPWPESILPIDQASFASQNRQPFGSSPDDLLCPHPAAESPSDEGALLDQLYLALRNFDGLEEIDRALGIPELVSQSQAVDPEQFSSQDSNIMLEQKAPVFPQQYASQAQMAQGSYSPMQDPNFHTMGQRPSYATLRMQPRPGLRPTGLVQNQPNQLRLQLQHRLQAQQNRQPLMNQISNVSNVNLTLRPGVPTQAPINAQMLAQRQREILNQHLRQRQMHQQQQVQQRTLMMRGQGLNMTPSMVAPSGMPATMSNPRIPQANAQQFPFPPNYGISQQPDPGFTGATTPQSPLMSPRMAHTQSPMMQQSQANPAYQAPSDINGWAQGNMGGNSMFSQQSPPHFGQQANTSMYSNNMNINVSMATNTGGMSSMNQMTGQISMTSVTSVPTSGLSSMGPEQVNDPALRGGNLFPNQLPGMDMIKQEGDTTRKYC
# Numbers without * were called inactive; nt = no result given. A portion of the library. The share of hits here may be higher or lower than overall.
1	Cn1c(Nc2ccc(Cl)cc2F)nc2cc(-c3ccccc3)sc2c1=O
2	COc1ccc(S(=O)(=O)Nc2ccc3c(c2)C(=O)N([C@H](C)CO)C[C@H](C)[C@@H](CN(C)S(=O)(=O)c2ccccc2)O3)cc1
3	NC(=O)c1ccc(NC(=O)COC(=O)/C=C/c2ccc(Br)o2)cc1
4	O=C(COc1ccccc1)NCC(=O)N/N=C/c1cc(Br)ccc1OCc1ccccc1
5	CC(=O)c1ccc(N2CCN(S(=O)(=O)c3c(C(=O)N4CCCCC4)c(C)n(C)c3C)CC2)cc1
6	Cn1c(N)c(C(=O)COC(=O)c2nc(Cl)ccc2Cl)c(=O)n(C)c1=O
7	COC(=O)CCCC1=CC2=C(c3ccccc3)C(=O)C(C)(OC(=O)C3CCCC3)C(=O)C2=CN1CCc1ccccn1 (stereo unspecified)
8	CCOC(=O)c1ccccc1NC(=O)COC(=O)C1CC(=O)N(CCc2ccccc2)C1 (stereo unspecified)
entry no.	1	2	3	4	5	6	7	8
LMP1 NFkB inh	nt	1	-1	1	5	0	-1	-3
TLR9-MyD88 inh	nt	-9	4	0	-17	4	-10	1
TROY NFkB inh	-28	-5	-15	17	-15	-1	1	6
TWEAK Fn14 block	-18	7	10	22	-19	2	9	6
COUP-TFII inh	2	10	8	-2	-9	7	23	0
SRC3 inh	-30	3	-6	-10	-2	26	8	4
NR5A2 inv ag	10	7	-7	-74	4	5	9	-11
NCOA1 inh	-7	-4	-21	3	-26	-9	-4	-10
NOD2 RIPK2 PPI	5	-11	-5	-6	-4	2	0	-3
C8 TRAIL sens	-2	-1	-10	-18	28	2	-23	0
SRC2 inh	-32	-1	-22	-16	-43	5	7	17

9	C[C@@H](Nc1nc(-c2ccccc2)nc2c1oc1ccccc12)C(=O)O
10	CCCN1/C(=C(/C#N)C2=NS(=O)(=O)c3ccccc32)N(C)c2ccccc21
11	C=CCn1c(SCC(=O)Nc2ccc3c(c2)OCO3)nnc1-c1ccccc1
12	O=C(Nc1cc(C(F)(F)F)ccc1N1CCCC1)c1ccc2c(c1)OCO2
13	CCOC(=O)c1cc(C)n(Cc2ccccc2)c1C
14	FC(F)(F)c1nnc2sc(-c3ccco3)nn12
15	O=C(NC(Cc1ccc(O)cc1)C(=O)O)c1ccc2c(c1)OCO2 (stereo unspecified)
16	N#Cc1cccc(CSc2nnc(CCCO)n2-c2ccccc2)c1
entry no.	9	10	11	12	13	14	15	16
LMP1 NFkB inh	-26	-4	33	3	-4	-3	-1	-1
TLR9-MyD88 inh	-8	-14	7	-4	-10	-5	-3	-1
TROY NFkB inh	-30	-4	-5	-1	-10	4	-10	-2
TWEAK Fn14 block	-10	-2	6	2	-11	-6	4	-5
COUP-TFII inh	10	25	3	9	-17	6	3	-10
SRC3 inh	16	8	-9	8	-7	12	0	19
NR5A2 inv ag	24	-25	17	0	-8	5	11	-3
NCOA1 inh	-11	-9	3	3	-13	2	5	10
NOD2 RIPK2 PPI	3	-11	-7	-6	-2	0	-21	2
C8 TRAIL sens	-9	-21	-1	9	-3	5	1	-10
SRC2 inh	-7	11	18	3	-23	8	-5	-26

17	COCC(C)NCc1cccc(C)c1 (stereo unspecified)
18	O=C(CN1CCCCC1)Nc1nc(-c2ccccc2)cs1
19	CC(C)(C)n1nnnc1C(c1cc2cc3c(cc2[nH]c1=O)OCCO3)N1CCSCC1 (stereo unspecified)
20	Cc1cccc(C)c1NC(=O)CNC(=O)Cc1ccccc1[N+](=O)[O-]
21	CC(C)Oc1cccc(C(=O)NC(=S)Nc2ccc(N3CCN(C)CC3)cc2)c1
22	NC(=O)c1ccccc1NC(=S)NC(=O)CCc1ccccc1
23	Cc1ccccc1-c1nc(CN2CCCC2c2ccc(F)cc2)c(C)o1 (stereo unspecified)
24	Nc1nc(Sc2ccc(C(F)(F)F)cc2[N+](=O)[O-])n[nH]1
entry no.	17	18	19	20	21	22	23	24
LMP1 NFkB inh	9	-9	-10	-3	5	-13	-6	3
TLR9-MyD88 inh	-16	11	5	-35	6	-4	3	-3
TROY NFkB inh	-18	-48	-20	6	9	1	0	13
TWEAK Fn14 block	-1	-8	9	28	10	9	15	2
COUP-TFII inh	9	-17	-10	5	-10	-14	-8	-10
SRC3 inh	7	-38	8	3	10	9	12	-22
NR5A2 inv ag	11	-52	12	0	31	29	7	26
NCOA1 inh	-4	-21	-9	12	12	11	-3	1
NOD2 RIPK2 PPI	-1	0	7	-5	-14	20	-5	2
C8 TRAIL sens	14	2	-14	27	0	-18	6	-8
SRC2 inh	4	-53	-6	14	14	-6	-44	7

# Ordered by SMILES length (ascending): seven of the compounds above
18	O=C(CN1CCCCC1)Nc1nc(-c2ccccc2)cs1
16	N#Cc1cccc(CSc2nnc(CCCO)n2-c2ccccc2)c1
23	Cc1ccccc1-c1nc(CN2CCCC2c2ccc(F)cc2)c(C)o1 (stereo unspecified)
15	O=C(NC(Cc1ccc(O)cc1)C(=O)O)c1ccc2c(c1)OCO2 (stereo unspecified)
24	Nc1nc(Sc2ccc(C(F)(F)F)cc2[N+](=O)[O-])n[nH]1
21	CC(C)Oc1cccc(C(=O)NC(=S)Nc2ccc(N3CCN(C)CC3)cc2)c1
19	CC(C)(C)n1nnnc1C(c1cc2cc3c(cc2[nH]c1=O)OCCO3)N1CCSCC1 (stereo unspecified)
entry no.	18	16	23	15	24	21	19
LMP1 NFkB inh	-9	-1	-6	-1	3	5	-10
TLR9-MyD88 inh	11	-1	3	-3	-3	6	5
TROY NFkB inh	-48	-2	0	-10	13	9	-20
TWEAK Fn14 block	-8	-5	15	4	2	10	9
COUP-TFII inh	-17	-10	-8	3	-10	-10	-10
SRC3 inh	-38	19	12	0	-22	10	8
NR5A2 inv ag	-52	-3	7	11	26	31	12
NCOA1 inh	-21	10	-3	5	1	12	-9
NOD2 RIPK2 PPI	0	2	-5	-21	2	-14	7
C8 TRAIL sens	2	-10	6	1	-8	0	-14
SRC2 inh	-53	-26	-44	-5	7	14	-6

# Continuation.
25	COc1ccc(/C=C/C(=O)OCC(=O)NC2CCCCC2C)c(OC)c1 (stereo unspecified)
26	CC[C@]12c3[nH]c4ccc(Cl)cc4c3CCN1C(=O)[C@@H](CC(=O)NC/C=C(\C)CCC=C(C)C)C[C@@H]2C(=O)N1CCN(C(=O)c2ccco2)CC1
27	COc1ccc(NC(=O)C2(C)CCN2Cc2cccc(OC)c2F)cc1OC (stereo unspecified)
28	CC[C@H](C)[C@H](NC(N)=O)C(=O)NCCc1ccc(Cl)cc1
29	Cc1ccc(C)c(NC(=O)CN(C)C(=O)c2cccc(S(=O)(=O)N3CCN(Cc4ccccc4)CC3)c2)c1
30	Cc1ccccc1NC(=S)N(CCc1c(C)[nH]c2ccc(F)cc12)Cc1ccncc1
31	CCOC(=O)c1cc(OC(=O)c2cccc([N+](=O)[O-])c2)n(-c2ccccc2)n1
32	Cc1ccc(N(C(C)C(=O)Nc2ccccc2C(=O)N2CCOCC2)S(C)(=O)=O)cc1C (stereo unspecified)
entry no.	25	26	27	28	29	30	31	32
LMP1 NFkB inh	-5	4	nt	-7	15	-21	-11	1
TLR9-MyD88 inh	-1	-1	nt	4	-2	-6	5	-7
TROY NFkB inh	-18	38	11	1	12	1	-10	3
TWEAK Fn14 block	-3	38	-18	21	20	12	6	8
COUP-TFII inh	3	11	14	-7	45*	1	16	17
SRC3 inh	-5	2	-17	12	28	-5	-7	15
NR5A2 inv ag	-8	23	7	11	7	26	5	-9
NCOA1 inh	-3	4	5	12	-5	5	13	9
NOD2 RIPK2 PPI	4	5	-7	-3	3	-9	-12	-2
C8 TRAIL sens	-1	31	16	-1	9	-10	-9	-3
SRC2 inh	-9	10	-24	6	23	-30	6	5

33	CC1CCCC(C)N1S(=O)(=O)c1ccc(S(=O)(=O)NCCc2ccncc2)cc1 (stereo unspecified)
34	COc1ccc(C(=O)NCC(c2ccc3c(c2)OCO3)N2CCN(c3ccc(OC)cc3)CC2)cc1 (stereo unspecified)
35	Cc1ccc(-n2c(SCC(=O)c3c(N)n(C4CC4)c(=O)[nH]c3=O)nnc2N2CCOCC2)cc1
36	COc1ccc(C=O)cc1CN1CCCN(Cc2ccc(Cl)cc2)S1(=O)=O
37	COC(=O)c1ccc(N2NC(=O)/C(=C/c3ccc(-c4ccc(Cl)c(C(=O)O)c4)o3)C2=O)cc1
38	Cc1cccc(S(=O)(=O)Nc2ccc(-c3nc4ccc(C)cc4s3)cc2)c1
39	CCCCC[n+]1ccn(C2=C([O-])c3ccccc3C(=O)/C2=N\S(=O)(=O)c2ccc(Br)cc2)c1
40	Cc1ccc(O)c(-c2cc3ccccc3[nH]2)c1
entry no.	33	34	35	36	37	38	39	40
LMP1 NFkB inh	0	21	5	8	10	-22	3	-6
TLR9-MyD88 inh	0	-7	1	3	3	-2	-10	0
TROY NFkB inh	20	-24	-2	18	-3	-88	-6	-19
TWEAK Fn14 block	-1	-14	2	8	-4	9	23	1
COUP-TFII inh	6	12	4	22	-5	-32	17	-7
SRC3 inh	-22	21	8	-10	-2	-98	6	-21
NR5A2 inv ag	-11	-14	3	11	-8	-187	31	-15
NCOA1 inh	1	-11	-3	-16	1	-93	-1	-15
NOD2 RIPK2 PPI	-10	4	7	4	1	11	-10	4
C8 TRAIL sens	14	5	8	1	2	24	48	3
SRC2 inh	6	20	7	-16	-16	-31	-8	14

41	COc1ccc(/C=N/N2CCOCC2)cc1COc1ccc(F)cc1
42	CC1CCN(c2ccc3nnc(CCC(=O)NCc4ccco4)n3n2)CC1
43	CCOc1cc(N2CCOCC2)c(OCC)cc1NC(=O)COC(=O)c1ccccc1C
44	COc1ccc(C(=O)c2c[nH]cc2-c2ccccc2)cc1
45	CCOC(=O)C1CCCN(CCC(=O)Nc2cccc(F)c2)C1 (stereo unspecified)
46	O=C(c1ccc2c(=O)n3c(nc2c1)CCCCC3)N1CCN(c2ccccc2F)CC1
47	Cc1ccc(NN2C(=O)C=C(c3ccc(Cl)cc3)C2=O)cc1
48	CCOc1ccccc1OCCCCOc1ccccc1F
49	CCOc1ccccc1NC(=O)CN(C)S(=O)(=O)c1ccc2[nH]c(=O)oc2c1
50	CC(C)C(c1nnnn1C1CCCCC1)N1CCCc2ccccc21 (stereo unspecified)
51	COc1ccccc1C(=O)COC(=O)CNS(=O)(=O)c1ccc(C)c(C)c1
entry no.	41	42	43	44	45	46	47	48	49	50	51
LMP1 NFkB inh	3	6	17	7	-5	0	2	-3	-4	5	-2
TLR9-MyD88 inh	-9	1	5	2	1	9	15	1	-8	2	-2
TROY NFkB inh	0	-3	-13	-7	-21	-3	-37	-4	-7	-16	-1
TWEAK Fn14 block	-1	-1	5	12	10	6	-27	-3	-10	0	5
COUP-TFII inh	-2	3	-10	-2	4	-9	-6	1	0	6	-7
SRC3 inh	-11	18	22	-2	3	-2	-16	13	2	1	4
NR5A2 inv ag	-1	10	12	-13	17	-2	-11	-7	-4	-1	12
NCOA1 inh	1	-49	-22	4	3	15	-21	-1	-19	3	-2
NOD2 RIPK2 PPI	-17	-1	-8	4	-16	-3	51*	2	4	-6	0
C8 TRAIL sens	4	18	-7	-3	12	13	5	15	-36	2	1
SRC2 inh	-18	-15	11	0	13	2	-4	34	-19	13	19
